Gal4-VP16 FLuc: inhibits Gal4-VP16 luciferase reporter, ROR gamma counter-screen | Drosophila S2 Gal4-VP16 UAS-luciferase, luminescence, 20 h | Potency, µM (titrated, usually from 53.6 µM), inactives show top-dose activity, negative = inhibition, most hits filed as inhibitors | 3.5% of 310,000 active | AID 2546;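 also: Gal4-VP16 expression switched on by copper sulfate through the metallothionein promoter; % is scaled to controls: 0 for no effect and ±100 for the full control effect; nearly all actives have a fitted effect of over 50% in size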
ELG1 genotox: genotoxicity induction in ELG1-luciferase HEK293T cells. Potency, µM (titrated, usually from 46 µM), inactives show top-dose activity change, positive = activation, usual class: activators. 1.3% of 330,000 active. HEK293T ELG1-luciferase reporter, luminescence, 16 h; also: % of control where 0% means no effect; nearly all actives have a fitted effect of over 60% in size
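After overnight (16 hr) compound treatment at 37 °C, ELG1-luciferase HEK293T cells were lysed with ONE-Glo; luminescence quantified 30 min later at room temperature.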
NPC1 prom act: NPC1 promoter activation | AID 485313 | Huh7 NPC1 promoter luciferase reporter, 24 h | 2.4% of 320,000 active | Potency, µM (titrated, usually from 9.22 µM), for the others: top-dose activation, hits mostly activators;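 also: % of control where 0% means no effect; nearly all actives have a fitted effect of over 60% in size; reporter is driven by a mutant NPC1 promoter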
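In 1536-well qHTS, Huh7 cells harboring an NPC1 promoter–luciferase construct received compound for 24 h; activation was quantified by luminescence following luciferase reagent addition.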
p53 reactivator: re-activators of mutant p53; H1299 p53-A138V BP100-luciferase reporter, luminescence, 24 h; 0.063% of 320,000 active; Potency, µM (top dose mostly 92.2 µM), for inactives: at the highest dose activity change, positive = activation, hits mostly activators; also: % of control where 0% means no effect; nearly all actives have a fitted effect of over 45% in size
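p53-null H1299 cells stably carrying temperature-sensitive p53-A138V and a BP100-luciferase reporter were pinned with compounds (4-point, 1:5 series) and held 24 hrs at 37 deg C. Luminescence was read 10 min after detection reagent.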
MBNL1 CUG block: blocks human MBNL1 binding to CUG repeat RNA; TR-FRET MBNL1-His/biotin-(CUG)12 binding, 665/545 ratio; 0.036% of 280,000 active; Potency, µM (top dose mostly 57.5 µM), for the others: at the top dose activity change, negative = inhibition, hits mostly inhibitors; Q9NR56; AID 2675; active = well fitted inhibition curve with a large enough effect in the signal ratio, with a control signal flat, not every such curve was filed as active; inconclusive = small, poorly fitted or top-dose-only effect, or effect the other way, or a change in a side signal; inactive = no such curve, though single readings can be large or run the other way; the % refers to the signal ratio; also: % is scaled to controls: 0 for no effect and ±100 for the full control effect
Target sequence (Q9NR56 whole entry, looked up): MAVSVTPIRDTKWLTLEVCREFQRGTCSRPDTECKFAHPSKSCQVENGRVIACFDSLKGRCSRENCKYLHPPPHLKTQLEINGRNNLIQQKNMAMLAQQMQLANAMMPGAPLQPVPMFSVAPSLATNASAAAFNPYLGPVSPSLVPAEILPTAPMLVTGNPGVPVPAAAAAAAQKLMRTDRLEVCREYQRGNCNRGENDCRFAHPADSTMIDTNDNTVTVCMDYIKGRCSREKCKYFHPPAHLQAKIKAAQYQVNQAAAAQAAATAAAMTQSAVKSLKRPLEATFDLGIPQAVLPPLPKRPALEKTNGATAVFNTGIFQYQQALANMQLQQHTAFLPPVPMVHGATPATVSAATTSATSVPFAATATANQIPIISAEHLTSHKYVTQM
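Compounds (final 92 nM to 58 uM) are added to His-tagged MBNL1 and biotin-(CUG)12, then terbium anti-His antibody and streptavidin-XL665 (5 nM final). After 60 min at room temperature, the 665/545 nm ratio is read.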
BRCA1 expr act: activators of BRCA1 expression | MCF7-BRCA1-FFLuc reporter, luminescence, 48 h; response scale: scaled: vehicle 0%, 10 µM genistein 100% | Potency, µM (titrated, usually from 46.1 µM), without a hit: top-dose activation, most hits filed as activators | 1.1% of 380,000 active; also: nearly all actives have a fitted effect of over 80% in size; some results filed as inactive show a strong effect at the top dose
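Luminescence from a BRCA1-driven firefly luciferase in MCF7 cells was read after 48 h compound exposure at 37 C. Data normalized against DMSO and a 10microM genistein activation control, then curve-fitted across the titration.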
uPA generation: inhibitors of cell surface uPA generation; cell surface uPA generation assay, qHTS; Potency, µM (top dose mostly 38.3 µM), inactives show at the highest dose activity change, negative = inhibition, usual class: inhibitors; 0.31% of 330,000 active; active = well fitted inhibition curve with a large enough effect; inconclusive = small, poorly fitted or top-dose-only effect; inactive = no such curve, though single readings can be large or run the other way; tested in mouse RAW 264.7 cells; also: % is scaled to controls: 0 for no effect and ±100 for the full control effect; nearly all actives have a fitted effect of over 55% in size
Rab9 promoter act: activates the Rab9 promoter; Huh7 Rab9 promoter-luciferase reporter, luminescence, 24 h; Potency, µM (titrated, usually from 9.22 µM), without a hit: top-dose activation, negative = inhibition, actives largely listed as activators; 2.8% of 320,000 active; AID 485297; also: % of control where 0% means no effect; nearly all actives have a fitted effect of over 60% in size
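Huh7 cells stably carrying a Rab9 promoter-luciferase reporter, 1500 cells per well in OP-MEM I with 10% FBS, treated with compound 24 hours at 37C. Luciferase activity read by luminescence after 10 minutes with Amplite reagent.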
RORgamma inh: ROR gamma (mouse) transcription inhibition; Potency, µM (doses to about 53.6 µM), inactives show top-dose activity change, negative = inhibition, hits mostly inhibitors; Drosophila S2 Gal4-RORgamma UAS-luciferase reporter, 20 h; P51450; 5.4% of 310,000 active; also: % is scaled to controls: 0 for no effect and ±100 for the full control effect; nearly all actives have a fitted effect of over 60% in size
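ROR gamma transcriptional activity was tracked as Gal4-UAS luciferase output in stably transfected Drosophila Schneider cells, with compound added 1 hr before 700 uM copper sulfate induction and a 20 hr ambient-temperature incubation.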
FLuc modulator: counter-screen for miR-21 project: firefly luciferase inhibitors or activators; purified FLuc, Km substrates, luminescence inhibition; 6.9% of 360,000 active; P08659; Potency, µM (series often up to 57.5 µM), inactives show top-dose activity change, negative = inhibition, actives largely listed as inhibitors;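 also: plate controls were vehicle for no effect and reference inhibitor for full effect; nearly all actives have a fitted effect of over 55% in size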
Target sequence (P08659 whole entry, looked up): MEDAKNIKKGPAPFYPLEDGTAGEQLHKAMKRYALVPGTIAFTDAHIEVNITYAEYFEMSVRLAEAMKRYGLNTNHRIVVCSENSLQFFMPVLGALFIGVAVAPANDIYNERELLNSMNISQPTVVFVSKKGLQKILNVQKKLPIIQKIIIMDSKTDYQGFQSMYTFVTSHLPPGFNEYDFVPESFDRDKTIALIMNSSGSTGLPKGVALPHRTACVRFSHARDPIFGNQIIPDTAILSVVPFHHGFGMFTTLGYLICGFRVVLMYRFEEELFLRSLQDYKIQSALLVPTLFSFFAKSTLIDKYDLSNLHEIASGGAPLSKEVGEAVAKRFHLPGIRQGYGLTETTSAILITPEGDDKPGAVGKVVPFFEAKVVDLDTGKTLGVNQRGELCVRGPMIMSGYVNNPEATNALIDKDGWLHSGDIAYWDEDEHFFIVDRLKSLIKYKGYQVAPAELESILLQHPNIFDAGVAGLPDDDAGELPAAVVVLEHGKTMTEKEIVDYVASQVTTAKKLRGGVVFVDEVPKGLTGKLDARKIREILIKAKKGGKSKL
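Purified P. pyralis luciferase (10nM final) with 10uM D-luciferin and 10uM ATP (Km levels) in 50mM Tris acetate pH 7.5, 10mM Mg acetate, 0.01% Tween-20, 0.05% BSA; qHTS 6-point titration, ~60 µM downward; luminescence read.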
CXXC DNA block: inhibitors of human MLL CXXC domain-DNA interaction | Potency, µM (series often up to 115 µM), for inactives: top-dose activity change, negative = inhibition, actives largely listed as inhibitors | Q03164 | MLL-CXXC / FITC-HOXA9 DNA fluorescence polarization | 0.037% of 290,000 active; active = well fitted inhibition curve with a large enough effect in the polarisation, with a control signal flat, not every such curve was filed as active; inconclusive = small, poorly fitted or top-dose-only effect, or effect the other way, or a change in a side signal; inactive = no such curve, though single readings can be large or run the other way; the % refers to the polarisation
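Purified MLL-CXXC (added from a 7 uM solution) was preincubated 5 min at ambient with pinned compounds in 50 mM Tris-HCl pH 7.5, 50 mM NaCl, 1 mM DTT, 0.05% BSA. Fluorescein-labeled HOX-A9 DNA (50 nM solution) followed, 30 min, then polarization read.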
An asterisk follows results filed as active; ? = inconclusive; / = no result given; [ ] = dose if it differs, or a comment. Unless noted, calls follow the shape of the dose curve; as a rule, active = well fitted curve in the direction sought with a large enough effect; inconclusive = small, poorly fitted or top-dose-only effect, or another doubt; inactive = no such curve, though single readings can be large; an effect the other way counts as inactive or inconclusive. Potency is read from the fitted curve at half-maximal effect. An excerpt; the hit share may differ from the screen's.

SMILES	Gal4-VP16 FLuc	ELG1 genotox	NPC1 prom act	p53 reactivator	MBNL1 CUG block	BRCA1 expr act	uPA generation	Rab9 promoter act	RORgamma inh	FLuc modulator	CXXC DNA block
O=C(CSc1ncnc2ccccc12)NCCCO	/	-13%	10%	21%	?	-4%	-1%	1%	0%[0.365 µM]	-1%	-2%
CN1CCN(C(c2ccc(Cl)cc2)c2cc(Cl)c3cccnc3c2O)CC1 (stereo not given)	1.4µM*	9%	-1%	?	6%	-45%	0%	3%	3.2µM*	1%	16%
CC(C)C(OC(=O)c1cccs1)C(=O)NCc1ccc2c(c1)OCO2 (stereo not given)	2%	-3%	1%	-4%	-9%	-6%	30%	0%	7%	5%	11%
Cc1ccc2c(NC(=S)NC(=O)c3ccccc3)cccc2n1	?	-7%	-1%	-12%	15%	-54%	3%	0%	16µM*	-18%	13%
Cc1ccc(NC(=O)C2CC(O)CN2C(=O)Oc2ccccc2)c(C)c1 (stereo not given)	-12%	-1%	-1%	0%	-5%	6%	1%	5%	1%	0%	2%
O=C(CSc1nnc2scc(-c3ccccc3)n12)NCc1ccc2c(c1)OCO2	2%	-4%	2%	-6%	-5%	26%	4%	-5%	13%	3%	4%
Cc1c(C=O)c2ccccc2n1CC(=O)O	-6%	0%	-3%	3%	-7%	2%	10%	6%	-22%	-2%	4%
Fc1cccc(Cl)c1Cn1nnc(-c2ccc3c(c2)OCO3)n1	-5%	?	?	?	0%	8.9µM*	-1%	?	?	12µM*	0%
Cc1ccc(-n2c(-c3ccc(Cl)cc3)c[n+]3c2CCC3)cc1	-9%	-12%	-20%	5%	-3%	-55%	?	-34%[inhibitor]	4%	-1%	-10%
CCOC(=O)CSc1nc(C)cc2c1C(=O)OC2	-3%	0%	-6%	-1%	0%	-18%	3%	-3%	-22%	-4%	?
O=C1CC(c2ccccc2)c2cccc(F)c21 (stereo not given)	2%	0%	1%	-1%	-6%	-6%	-10%	0%	12%	1%	13%
CCC(CC)CN1CCN=C1Nc1ccccc1	/	-1%	0%	-9%	/	5%	-9%	-5%	/	1%	/
Cc1cc(N/C=C\c2nnnn2-c2ccccc2)no1	-7%	13%	11%	?	/	8%	8%	2%	?	?	-3%
CC(C(=O)NCCN1C(=O)S/C(=C\c2cccs2)C1=O)N1C(=O)c2ccccc2C1=O (stereo not given)	?	0%	-6%	-3%	27%	-5%	6%	-4%	32%	7%	1%
Cc1ccc(CSCc2ccc(C(=O)NCCC(C)C)o2)cc1	-4%	-4%	1%	-1%	-3%	-20%	4%	2%	11%	-4%	9%
C=CCn1cc(C(=O)N2CCN(C)CC2)c(=O)c2cc(S(=O)(=O)N3CCCC3)ccc21	8%	11%	-1%	4%	-4%	5%	0%	-8%	-1%	5%	3%
COC(=O)c1cc(OC)c(OC)cc1NC(=O)c1cccc(C)c1	5%[10 µM]	-4%	-13%	12%	3%	4%	14%	-14%	6%	7%	19%
CCCCC1=CC2=CC(=O)C(C)(OC(=O)CC)C(=O)C2=CN1c1ccc(OC)cc1 (stereo not given)	3%	-5%	1%	-2%	?	-16%	-6%	-6%	-32%	5%	7%
CN1C(=O)C(CC(=O)O)S/C1=N\N=C\c1ccc(O)cc1O (stereo not given)	20µM*	0%	-14%	2%	?	-11%	-2%	3%	?	15µM*	-10%
Oc1ccc(Cl)cc1CNCc1cccc2ccccc12	/	7%	0%	10%	/	16%	-9%	1%	/	-12%	/
COc1ccc(C2C(C(=O)c3sc(C)nc3C)=C(O)C(=O)N2CCN(C)C)cc1OC (stereo not given)	-5%	4%	0%	3%	1%	-9%	3%	-6%	-23%	-1%	2%
CN(c1cccc(NC(=O)c2ccccc2N(C)S(=O)(=O)c2ccccc2)c1)S(C)(=O)=O	5%	0%	-4%	-4%	-5%	-24%	6%	1%	27%	11%	2%
O=[N+]([O-])c1ccccc1S(=O)(=O)Nc1ccn(Cc2c(F)cccc2Cl)n1	-5%	0%	-8%	-4%	4%	-4%	-3%	-1%	-33%	-2%	-7%
O=C(NC1CC1)C1CC(=O)N(c2cccc(Cl)c2Cl)C1 (stereo not given)	19%	-8%	-1%	15%	?	-10%	-8%	3%	-6%	2%	10%
Cc1onc(-c2ccccc2)c1NC(=O)N(CCC#N)Cc1ccccc1	17%	-1%	-2%	-5%	-3%	-7%	-8%	-4%	7%	-1%	9%
C=CC#CC[N+]1(CC#Cc2ccccc2)CCOCC1	-28%	-3%	-5%	-1%	-3%	11%	-5%	-4%	-6%	0%	51%[activator]
CCOc1ccc(OCCOC(=O)CN2C(=O)NC3(CCCC3)C2=O)cc1	/	0%	-2%	-7%	/	0%	1%	1%	/	2%	/
S=c1[nH]nc(-c2ccccn2)n1/N=C/c1ccc(Br)s1	7.9µM*	0%	-1%	9%	28%	-52%	4%	-3%	7.1µM*	0%	-11%
CC(C)CCN1CC(C(=O)N2CCN(c3ccc(F)cc3)CC2)CC1=O (stereo not given)	-4%	0%	-6%	5%	-3%	3%	-4%	0%	35%	3%	-13%
COC(=O)c1cc(OC)c(OC)cc1NC(=O)c1ccc(OC)cc1	-5%	1%	-3%	-11%	6%	-16%	-2%	16%	3%	-3%	0%
COc1ccc(CN(C(C)=O)c2cccc(C)c2C)cc1	4%	-6%	-2%	-3%	-3%	-66%	-16%	-1%	-23%	5%[2.3 µM]	3%
CN1/C(=C\C(=O)c2cccc(S(=O)(=O)N3CCCCC3)c2)C(C)(C)c2ccccc21	-9%	-11%	-4%	5%	/	-40%	10%	0%	?	0%	-13%
COc1ccc(Cn2c(=O)[nH]c3cc(C(=O)N4CCN(c5ccccn5)CC4)ccc3c2=O)cc1	-3%	-9%	13%	3%	/	-30%	0%	-5%	-18%	-2%	9%
CCSC1=NSC2=NC(=O)/C(=C\c3coc4ccccc4c3=O)C(=N)N12	-7%	1%	-1%	3%	/	-25%	2%	0%	40%	?	?
CN(c1ccccc1C(=O)N1CCN(c2ccccc2)CC1)S(C)(=O)=O	-6%	-1%	-2%	13%	3%	-2%	0%	-10%	?	-1%	1%
CCOC(=O)c1cc2sccc2n1CC(=O)OC	2%	0%	-1%	-3%	4%	6%	-4%	-1%	20%	2%[2.3 µM]	-1%
Cc1nnc(SCC(=O)N2CC(=O)Nc3ccccc32)n1C	-2%	-4%	0%	2%	-15%	-4%	-1%	0%	6%	-2%	12%
CCCCN1C(=O)C2Cc3c([nH]c4ccccc34)CN2C1=S (stereo not given)	?	-12%	-4%	1%	?	-6%	-1%	10%	?	-10%	47%[activator]
Cc1ccccc1NC(=S)Nc1ccc(Br)cc1	11µM*	0%	0%	10%	?	7%	0%	2%	11µM*	-16%	23%
COc1ccc2nc(NC(=O)c3ccc(Br)s3)sc2c1	?	2.8µM*	4µM*	?	63%[activator]	?	2%	2.2µM*	?	3µM*	-9%
Cc1c(C(=O)NCCS(=O)(=O)N2CCN(c3ccccc3F)CC2)cccc1[N+](=O)[O-]	-5%	-8%	-7%	6%	-1%	-33%	?	-9%	13%	0%	5%
CCOC(=O)[C@H]1[C@H]2COc3cc(OC)ccc3[C@@H]2N2C(=O)CN(Cc3ccc(OC)cc3)C(=O)[C@@]12C	/	1%	0%	-10%	/	0%	-5%	0%	/	1%	/
Cc1noc(C)c1CSCC(=O)N(C)CC(=O)Nc1ccc(Cl)c(C(F)(F)F)c1	/	-1%	-1%	-9%	/	-5%	-3%	-4%	/	-2%	/
CCOCCCNCc1ccc(OCCC(C)C)c(OC)c1	-6%	-4%	2%	4%	-4%	-20%	1%	-6%	-1%	-1%	1%
CCc1ccc(NC(=O)[C@@H](NC(=O)[C@@H]2Cc3ccccc3CN2)C(C)CC)cc1 (stereo not given in full)	-15%	6%	1%	27%	1%	11%	6%	13%	9%	-16%	20%
CCn1c(SCC(=O)N2CCCc3ccccc32)nnc1-c1cccs1	?	-8%	1%	0%	0%	0%	3%	-6%	18%	2%	2%

Part of the list above, bar-delimited:
structure | Gal4-VP16 FLuc | ELG1 genotox | NPC1 prom act | p53 reactivator | MBNL1 CUG block | BRCA1 expr act | uPA generation | Rab9 promoter act | RORgamma inh | FLuc modulator | CXXC DNA block
CN1C(=O)C(CC(=O)O)S/C1=N\N=C\c1ccc(O)cc1O (stereo not given) | 20µM* | 0% | -14% | 2% | ? | -11% | -2% | 3% | ? | 15µM* | -10%
Oc1ccc(Cl)cc1CNCc1cccc2ccccc12 | / | 7% | 0% | 10% | / | 16% | -9% | 1% | / | -12% | /

Source: PubChem (National Center for Advancing Translational Sciences (NCATS))
